All columns: NCI-60 one-dose screen, growth in % after 48 h at 10 µM unless noted; 100 = growth as untreated, 0 = no growth, -100 = all killed.
NCI-H460 – NCI-H460 lung cancer; hit rate 6.8% among 82,000
NCI/ADR-RES – NCI/ADR-RES ovarian cells; hit rate 4.4% among 81,000
HCT-15 – HCT-15 colon cancer; hit rate 5.2% among 82,000
NCI-H322M – NCI-H322M lung cancer | hit rate 2.7% among 80,000 | AID 1794733
NCI-H23 – NCI-H23 lung cancer | hit rate 4% among 80,000
NCI-H226 – NCI-H226 lung cancer; hit rate 3.5% among 79,000
NCI-H522 – NCI-H522 lung cancer; hit rate 8% among 78,000
COLO 205 – COLO 205 colon cancer; hit rate 7.3% among 79,000; AID 1794742
HCT-116 – HCT-116 colon cancer; hit rate 7.3% among 82,000; AID 1794798
* hit, by the source's call; / = no result given; & = joins results of further samples. Rule for the calls: active = growth percent below 10; inactive = the rest.

entry	Structure	HCT-15	NCI-H226	NCI-H460	NCI-H23	HCT-116	NCI-H322M	COLO 205	NCI/ADR-RES	NCI-H522
1	COc1ccc2c(c1)c(/C=N/Nc1ccnc3cc(Cl)ccc13)cn2C	-85*	-52*	-79*	-80*	-82*	-95*	-87*	-71*	-65*
2	OCC1(CO)CC2(C1)CC(CO)(CO)C2	108	103	111	103	103	102	/	104	98
3	O=C(CN1CCCCC1)Nc1nc2ccc(NCc3ccc(Cl)cc3)cc2s1	109	97	99	102	88	100	106	103	96
4	C#CCNC(=O)c1ccc2ccc3ccc(C(=O)NCC#C)nc3c2n1	99	89	102	98	93	91	98	100	84
5	COc1cc2oc(-c3cccc(NC(=O)Nc4ccccc4Br)c3)cc(=O)c2c(OC)c1OC	94	95	96	95	87	102	100	92	86
6	CCOC(=O)/C(C#N)=C1/SC=C(N)N1c1ccccc1	99	101	109	97	103	106	108	104	95
7	Cn1cc(-c2cc3nc(-c4cn(C)c5ncc(Br)cc45)cc(N)n3n2)c2cc(F)ccc21	8.7*	11	21	15	-44*	35	52	10	2.2*
8	COc1cc2c(/C=C3\C(=O)Nc4ccccc43)c(C(=O)O)[nH]c2cc1C	105	89	105	82	97	105	120	84	93
9	Nc1ccc(Br)c(C(F)(F)F)c1	97	106	113	107	103	113	121	100	98
10	COc1cc(Cn2cc3c(c2-c2ccccc2)CCc2cnoc2-3)cc(OC)c1OC	83	101	88	82	73	113	99	83	81

Continuation:
entry	Structure	HCT-15	NCI-H226	NCI-H460	NCI-H23	HCT-116	NCI-H322M	COLO 205	NCI/ADR-RES	NCI-H522
11	C=C1CC[C@@H]2[C@]3(C)COC(c4cn[nH]c4-c4cccc(Cl)c4)O[C@@H]3CC[C@@]2(C)[C@@H]1C/C=C1/C(=O)OCC1O (stereo partly specified)	-59*	-91*	-3.9*	-80*	-92*	38	-35*	-56*	-60*
12	CCN(CC)c1ccc2cc(C(Nc3ccc(F)cc3)c3nnnn3C(C)(C)C)c(=O)oc2c1 (stereo unspecified)	92	92	87	104	78	96	116	93	79
13	CCOC(=O)c1ccc(-n2c(C)nc3ncccc3c2=O)cc1	101	90	102	102	82	109	91	101	62
14	Nc1ccn(C2OC(CCl)C(O)C2O)c(=O)n1 (stereo unspecified)	88	98	77	85	63	97	65	80	75
15	O=C1c2ccccc2CCc2ccccc21	105	100	108	100	98	93	/	101	86
16	COc1ccc(NC(=O)[C@H](CO)NC(=O)OC(C)(C)C)cc1C(=O)Nc1cccc(C2CC(=O)c3c(cc(OC)c(OC)c3OC)O2)c1 (stereo partly specified)	33	48	55	51	32	81	77	72	31
17	CCCCSc1nnc(-c2c(C)nc3ccc(Cl)cn23)o1	80	90	99	83	79	92	106	85	83
18	O=c1nc2c(n[nH]1)c1ccccc1n2Cc1ccccc1	100	/	113	93	97	91	115	95	95
19	Nc1nc(N)c2c(n1)NC(c1cccc(Nc3ccnc4cc(C(F)(F)F)ccc34)c1)CC(c1ccc3c(c1)OCO3)=N2 (stereo unspecified)	37	98	59	82	40	96	66	84	42
20	O=S(=O)(O)c1cccc2cccc(Cl)c12	112	/	115	102	102	122	127	104	90

(further entries)
entry	Structure	HCT-15	NCI-H226	NCI-H460	NCI-H23	HCT-116	NCI-H322M	COLO 205	NCI/ADR-RES	NCI-H522
21	O=C(Nc1cccc2c(OC(=O)C(Cl)Cl)c(N=Nc3ccc(S(=O)(=O)Nc4nccs4)cc3)cc(N=Nc3ccc(S(=O)(=O)Nc4nccs4)cc3)c12)C(Cl)Cl (tested in a mixture with another compound)	94&90	98&88	106&106	103&93	98&93	83&102	109&109	109&103	75&89
22	O=C(Nc1ccc(OCc2ccccc2)cc1)Nc1ccc(Cl)c(C(F)(F)F)c1	9.7*	-28*	3.7*	-5.4*	2.4*	7.0*	-73*	1.4*	-20*
23	C=CC/C=C(\C#N)CC=C	104	101	104	107	105	119	100	107	91
24	CN(C)CCOc1ccc(/C(=C(/CCCl)c2ccccc2)c2ccccc2)cc1	24	59	-73*	28	6.6*	37	-94*	14	11
25	O=[N+]([O-])c1ccc2c(c1)/C(=N\O)c1cc(Cl)c(Cl)cc1-2	96	/	107	91	81	93	/	99	62
26	CCCCC(N)(C(=O)O)C1CCCC1 (stereo unspecified)	96	101	107	106	101	101	123	97	102
27	CC(=O)c1nc(Nc2ccc(F)cc2)sc1C	101	99	107	100	107	94	106	106	90
28	CCCCSc1n[nH]c(=S)c2nc[nH]c12	114	104	113	110	103	99	122	118	94
29	COc1ccc(-n2nnc3c4nc(-c5ccc([N+](=O)[O-])cc5)oc(=O)c4c(C)nc32)cc1	107	100	110	111	109	101	119	109	98
30	CS(=O)(=O)Nc1cccc(-n2c(/C=C/c3ccccc3)nc3ccccc32)c1	76	64	72	97	66	80	93	74	67

Sorted by formula weight (low to high): part of the list above.
entry	Structure	HCT-15	NCI-H226	NCI-H460	NCI-H23	HCT-116	NCI-H322M	COLO 205	NCI/ADR-RES	NCI-H522
23	C=CC/C=C(\C#N)CC=C	104	101	104	107	105	119	100	107	91
26	CCCCC(N)(C(=O)O)C1CCCC1 (stereo unspecified)	96	101	107	106	101	101	123	97	102
15	O=C1c2ccccc2CCc2ccccc21	105	100	108	100	98	93	/	101	86
9	Nc1ccc(Br)c(C(F)(F)F)c1	97	106	113	107	103	113	121	100	98
20	O=S(=O)(O)c1cccc2cccc(Cl)c12	112	/	115	102	102	122	127	104	90
27	CC(=O)c1nc(Nc2ccc(F)cc2)sc1C	101	99	107	100	107	94	106	106	90
14	Nc1ccn(C2OC(CCl)C(O)C2O)c(=O)n1 (stereo unspecified)	88	98	77	85	63	97	65	80	75
18	O=c1nc2c(n[nH]1)c1ccccc1n2Cc1ccccc1	100	/	113	93	97	91	115	95	95
13	CCOC(=O)c1ccc(-n2c(C)nc3ncccc3c2=O)cc1	101	90	102	102	82	109	91	101	62
17	CCCCSc1nnc(-c2c(C)nc3ccc(Cl)cn23)o1	80	90	99	83	79	92	106	85	83
8	COc1cc2c(/C=C3\C(=O)Nc4ccccc43)c(C(=O)O)[nH]c2cc1C	105	89	105	82	97	105	120	84	93
30	CS(=O)(=O)Nc1cccc(-n2c(/C=C/c3ccccc3)nc3ccccc32)c1	76	64	72	97	66	80	93	74	67
24	CN(C)CCOc1ccc(/C(=C(/CCCl)c2ccccc2)c2ccccc2)cc1	24	59	-73*	28	6.6*	37	-94*	14	11
10	COc1cc(Cn2cc3c(c2-c2ccccc2)CCc2cnoc2-3)cc(OC)c1OC	83	101	88	82	73	113	99	83	81
22	O=C(Nc1ccc(OCc2ccccc2)cc1)Nc1ccc(Cl)c(C(F)(F)F)c1	9.7*	-28*	3.7*	-5.4*	2.4*	7.0*	-73*	1.4*	-20*
29	COc1ccc(-n2nnc3c4nc(-c5ccc([N+](=O)[O-])cc5)oc(=O)c4c(C)nc32)cc1	107	100	110	111	109	101	119	109	98
12	CCN(CC)c1ccc2cc(C(Nc3ccc(F)cc3)c3nnnn3C(C)(C)C)c(=O)oc2c1 (stereo unspecified)	92	92	87	104	78	96	116	93	79
11	C=C1CC[C@@H]2[C@]3(C)COC(c4cn[nH]c4-c4cccc(Cl)c4)O[C@@H]3CC[C@@]2(C)[C@@H]1C/C=C1/C(=O)OCC1O (stereo partly specified)	-59*	-91*	-3.9*	-80*	-92*	38	-35*	-56*	-60*
16	COc1ccc(NC(=O)[C@H](CO)NC(=O)OC(C)(C)C)cc1C(=O)Nc1cccc(C2CC(=O)c3c(cc(OC)c(OC)c3OC)O2)c1 (stereo partly specified)	33	48	55	51	32	81	77	72	31
21	O=C(Nc1cccc2c(OC(=O)C(Cl)Cl)c(N=Nc3ccc(S(=O)(=O)Nc4nccs4)cc3)cc(N=Nc3ccc(S(=O)(=O)Nc4nccs4)cc3)c12)C(Cl)Cl (tested in a mixture with another compound)	94&90	98&88	106&106	103&93	98&93	83&102	109&109	109&103	75&89

Next section
entry	Structure	HCT-15	NCI-H226	NCI-H460	NCI-H23	HCT-116	NCI-H322M	COLO 205	NCI/ADR-RES	NCI-H522
31	CCCCN(C)N=Nc1ccc(C(N)=O)cc1	114	124	104	102	107	105	110	106	109
32	CCOC(=O)C1=C(N)N(c2ccccc2)C2=C(C(=O)CC(C)(C)C2)C1c1cccc(Cl)c1Cl (stereo unspecified)	66	40	61	70	40	78	81	51	75
33	O=c1c2c(Nc3ccccc3)[nH]nc2[nH]c(=S)n1-c1ccccc1	103	106	110	/	104	103	122	107	101
34	O=C1CSCC(=O)O1	100	106	113	111	104	107	125	116	99
35	CNc1ccccc1C#N	104	99	99	114	121	123	107	110	/
36	CC(=O)OCCCCCCn1c2ccccc2c2c3c(c4c5ccccc5n(C)c4c21)C(=O)N(O)C3=O	69	64	48	68	49	77	70	52	50
37	CCCSc1nc(NC2CC2)c(C#N)c(-c2ccc(OC)cc2)n1	95	99	86	96	74	89	134	69	93
38	CC1(C)CC[C@]23CC[C@]4(C)[C@H](CC[C@@H]5[C@@]6(C)C/C(=C/c7ccco7)C(=O)C(C)(C)[C@@H]6CC[C@]54C)[C@H]2[C@H]1OC3=O	98	90	108	101	93	107	110	105	95
39	S=c1[nH]nc(-c2ccc(-n3nc(-c4ccccc4)c4ccccc43)cc2)o1	89	98	97	97	99	96	106	102	93
40	O=C(Cc1ccccc1Nc1c(Cl)cccc1Cl)NN1C(=O)/C(=C/N2N=C(c3ccc(Cl)cc3)CC2c2ccc(Cl)cc2)SC1=S (stereo unspecified)	99	97	99	93	92	96	108	101	91

Next part.
entry	Structure	HCT-15	NCI-H226	NCI-H460	NCI-H23	HCT-116	NCI-H322M	COLO 205	NCI/ADR-RES	NCI-H522
41	N#CC(C#N)=NNc1ccc(S(=O)(=O)O)cc1	101	106	94	93	94	121	98	102	111
42	COc1ccc(CCN(CC(=O)N(CC(N)=O)C2CCC[C@@H]2OCc2ccccc2)C(=O)CN(C(=O)CN(CCc2ccc(Cl)cc2)C(=O)CN(C(=O)CN(C)Cc2ccccc2F)[C@H](C)C2CCCCC2)[C@H](C)C2CCCCC2)cc1OC (stereo partly specified)	34	54	28	32	22	41	-17*	79	25
43	COc1ccc(C(C)=O)cc1S(=O)(=O)Nc1c(N)nc(N)[nH]c1=O	101	94	102	96	87	102	116	96	72
44	CCCCn1cnc2c(=O)[nH]cnc21	105	107	119	106	107	104	111	113	99
45	CCCC1SCC(C)(C)NC1=O (stereo unspecified)	99	101	101	96	102	106	109	98	/
46	O=C(/C=C/c1ccccc1)c1ccc(NC(=O)N2CCN(c3cc4c(cc3F)c(=O)c(C(=O)O)cn4C3CC3)CC2)cc1	99	105	91	100	79	105	123	99	91
47	COc1cc(/C=C/c2cccnc2Nc2ccc(O)cc2)cc(OC)c1OC	57	92	96	91	86	99	98	85	81
48	CCCCCCCCCCCCOc1ccc(C(C)(C)C)cc1	99	103	104	103	105	107	108	111	91
49	O=C1/C(=C2\SC(=S)N(CCc3ccccc3)C2=O)SC(=S)N1CCc1ccccc1	104	98	107	101	103	101	115	101	100
50	COc1cc(-c2cc(-c3nc4ccccc4[nH]3)[nH]n2)cc(OC)c1OC	49	14	36	41	39	40	47	36	37

(list continues)
entry	Structure	HCT-15	NCI-H226	NCI-H460	NCI-H23	HCT-116	NCI-H322M	COLO 205	NCI/ADR-RES	NCI-H522
51	CCc1cccc(C(C)(C)C)c1NC(=S)NC=C(C#N)C#N	93	105	104	93	90	98	107	103	90
52	CCOC(=O)c1c(C(F)(F)F)n([O-])c2ccc(Cl)cc2[n+]1=O	-60*	3.0*	-78*	15	-63*	6.8*	-59*	8.5*	-59*
53	COc1ccc(/C=C/C(C)=O)cc1	101&105	104&106	106&106	102&105	102&109	91&112	98&117	101&113	103&94
54	COc1ccc(NC(=O)c2sc3ncc(Br)cc3c2N)cc1	100	109	98	102	100	93	109	/	82
55	CCOC(=O)n1cc(-c2nonc2-c2cn(C)c3ccc(Br)cc23)c2ccccc21	74	81	90	85	85	73	104	89	63
56	O=C1OCCC/C1=C/c1ccc2c(c1)OCO2	102	100	105	100	92	102	126	92	95
57	CC(=O)Nc1ccccc1-c1nc2ccccc2s1	97	99	101	92	95	101	113	98	96
58	COc1ccc(-c2nc3ccccn3c2/C=C2/C(=O)Nc3ccccc32)cc1	96	88	104	107	97	89	115	99	95
59	CCOc1ccc(NC(=O)c2ccc(NS(C)(=O)=O)c(C)c2)cc1	98	/	108	101	105	108	113	105	/
60	CNS(=O)(=O)c1cc(Br)ccc1Br	102	109	109	92	93	/	105	100	86

Following part:
entry	Structure	HCT-15	NCI-H226	NCI-H460	NCI-H23	HCT-116	NCI-H322M	COLO 205	NCI/ADR-RES	NCI-H522
61	O=C(CCCCCCCCC(=O)SCc1ccccc1)SCc1ccccc1	94	97	113	98	98	102	111	99	103
62	COc1cc(/C=C2\C(=O)N(c3cccc(Cl)c3)N=C2C)cc(OC)c1O	95	/	105	91	99	115	95	102	81
63	CC(=O)Nc1nccs1	98	100	99	95	101	88	/	94	87
64	C=C(C)[C@@H]1CC[C@]2(C(=O)N3CCN(C)CC3)CC[C@]3(C)[C@H](CC[C@@H]4[C@@]5(C)CC(=C/c6ccncc6)/C(=N/O)C(C)(C)[C@@H]5CC[C@]43C)[C@@H]12	66	88	69	78	56	75	81	79	69
65	COC(=O)Nc1nnc(COc2ccc(C3CCCCC3)cc2)s1	75	/	92	92	86	80	97	77	84
66	COc1ccc(/C(C)=N/NC(=O)CSc2nc3ccccc3c(=O)n2Cc2ccc(S(N)(=O)=O)cc2)c(OC)c1	96	94	102	101	102	95	118	100	96
67	O=C(NCc1ccco1)Nc1cc(Cl)ccc1Cl	99	104	103	105	103	101	133	106	86
